GLP1R inv ag: qHTS of GLP-1 Receptor Inverse Agonists (Inhibition Mode) | AID 624417, 2012 | Potency, µM (doses to about 38.3 µM), inactives show top-dose activity change, negative = inhibition, most hits filed as inhibitors | 410,000 compounds, 1.6% hits | HEK293 GLP-1R CRE-luciferase, luminescence, 24 h; GLP-1R form is constitutively active | Glucagon-like peptide 1 receptor (Homo sapiens), P43220; further: potency means the concentration at half of the fitted maximal effect; on the % scale 0 is the no-effect control and ±100 the full control effect; nearly all actives have a fitted effect of over 55% in size
Target sequence (P43220 whole entry, looked up): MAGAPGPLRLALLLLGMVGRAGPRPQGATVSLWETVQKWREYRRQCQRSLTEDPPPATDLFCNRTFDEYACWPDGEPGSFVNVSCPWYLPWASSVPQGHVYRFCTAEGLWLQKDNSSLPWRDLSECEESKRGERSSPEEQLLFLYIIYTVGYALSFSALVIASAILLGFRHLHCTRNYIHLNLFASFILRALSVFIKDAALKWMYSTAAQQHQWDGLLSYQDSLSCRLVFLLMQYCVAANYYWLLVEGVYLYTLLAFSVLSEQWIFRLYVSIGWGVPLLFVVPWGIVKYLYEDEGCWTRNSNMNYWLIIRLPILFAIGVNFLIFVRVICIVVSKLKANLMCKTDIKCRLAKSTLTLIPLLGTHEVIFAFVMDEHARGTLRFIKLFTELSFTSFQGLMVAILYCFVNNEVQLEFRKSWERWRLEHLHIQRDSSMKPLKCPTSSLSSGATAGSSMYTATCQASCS
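Stable HEK293 clone (constitutively active GLP-1R + cAMP-response luciferase); 200 cells/uL plated, 12 h pre-culture, compound 24 hr, 37 deg C/5% CO2; detection reagent 12 min RT; luminescence.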
EPAC1 antagonist: qHTS for Antagonist of cAMP-regulated guanine nucleotide exchange factor 3 (EPAC1): primary screen; 360,000 compounds, 0.14% hits; EPAC1 GEF assay, Rap1b-BODIPY-GDP exchange fluorescence; Rap guanine nucleotide exchange factor 3 (Homo sapiens), O95398; Potency, µM (doses to about 115 µM), for inactives: at the highest dose activity change, negative = inhibition, usual class: inhibitors;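 further: potency means the concentration at half of the fitted maximal effect; plate controls were vehicle for no effect and positive control for full effect; nearly all actives have a fitted effect of over 50% in size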
PLK1 PBD inh: qHTS for Inhibitors of PLK1-PDB (polo-like kinase 1 - polo-box domain): Primary Screen; Plk1 PBD binding of FITC phosphopeptide, fluorescence polarization; Potency, µM, inactives show max response, negative = inhibition, most hits filed as inhibitors; 360,000 compounds, 2.8% hits; further: potency means the concentration at half of the fitted maximal effect; series mostly up to about 57 µM; on the % scale 0 is the no-effect control and ±100 the full control effect; nearly all actives have a fitted effect of over 65% in size
EPAC1 agonist: qHTS for Agonist of cAMP-regulated guanine nucleotide exchange factor 3 (EPAC1): primary screen; EPAC1 agonist qHTS, biochemical assay; response scale: 100% = response to 6.5 mM cAMP; 360,000 compounds, 0.073% hits; Rap guanine nucleotide exchange factor 3 (Homo sapiens), O95398; Potency, µM (top dose mostly 154 µM), for the others: top-dose activation, actives largely listed as activators; further: potency means the concentration at half of the fitted maximal effect; nearly all actives have a fitted effect of over 60% in size
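Read-out is the fluorescence drop as BODIPY-GDP leaves Rap1B (480 nm excitation, 540 nm emission), recorded every 5 minutes over 30 minutes. Reactions held 100 nM EPAC1, 250 nM Rap1B–BODIPY-GDP and 50 uM GDP, with 6.5 mM cAMP setting full activation.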
PTHR1 ag: qHTS for PTHR1 Agonists: Primary Screen; Parathyroid hormone/parathyroid hormone-related peptide receptor (Homo sapiens), Q03431; HEK293 GP2 PTHR1 cells, GloSensor cAMP luminescence, 1 h; Potency, µM (highest dose often 115 µM), for the others: at the highest dose activation, usual class: activators; 410,000 compounds, 0.075% hits; AID 743266, 2014; further: potency means the concentration at half of the fitted maximal effect; nearly all actives have a fitted effect of over 55% in size; some results filed as inactive show a strong effect at the top dose; inactives centre near -15; many of its hits are not listed in these tables
Target sequence (Q03431 whole entry, looked up): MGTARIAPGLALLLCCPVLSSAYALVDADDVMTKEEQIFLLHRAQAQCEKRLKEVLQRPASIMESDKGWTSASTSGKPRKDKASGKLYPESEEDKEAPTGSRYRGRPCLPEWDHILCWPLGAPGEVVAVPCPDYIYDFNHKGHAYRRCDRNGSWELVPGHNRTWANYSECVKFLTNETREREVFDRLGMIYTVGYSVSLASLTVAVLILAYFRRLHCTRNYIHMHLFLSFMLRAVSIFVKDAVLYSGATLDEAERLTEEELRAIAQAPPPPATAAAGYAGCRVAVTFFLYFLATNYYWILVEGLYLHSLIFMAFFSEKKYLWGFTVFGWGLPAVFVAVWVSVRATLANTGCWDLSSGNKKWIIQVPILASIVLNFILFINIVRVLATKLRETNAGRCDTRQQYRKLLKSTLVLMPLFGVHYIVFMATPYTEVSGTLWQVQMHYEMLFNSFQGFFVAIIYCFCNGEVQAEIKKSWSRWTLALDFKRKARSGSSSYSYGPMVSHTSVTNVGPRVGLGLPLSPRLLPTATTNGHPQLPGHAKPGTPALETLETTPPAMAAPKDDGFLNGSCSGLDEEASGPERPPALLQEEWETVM
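HEK-293-derived GP2 cells expressing PTHR1 and a GloSensor cAMP reporter, 3,000/well, plated overnight, given luciferin plus IBMX (each 0.5 mM as added) for 1 h at 37 °C, then compound for 1 h at 37 °C. Luminescence was read after 15 min at room temperature.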
IL-2 act: qHTS of IL-2 Activators; IL-2 activation reporter assay, cell-based qHTS; stimulated with anti-CD3/CD4/CD28 beads; in transgenic mouse T cells; activation, % (series mostly up to about 46 µM); 360,000 compounds, 0.065% hits; AID 652025, 2013; in the data active means activation above about 50%; inconclusive means mostly about 30% to 49%; further: 0% is about no effect
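Screening format: compound pinned onto unstimulated transgenic mouse T cells, 60 min incubation, then anti-CD3/anti-CD4/anti-CD28 bead stimulation for 18 hours at 37 degrees C, followed by EGFP and DsRed detection.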
HEK293 tox: qHTS of GLP-1 Receptor Inverse Agonists: Cytotox Screen; Potency, µM (top dose mostly 38.3 µM), inactives show top-dose activity change, negative = inhibition, most hits filed as inhibitors; 410,000 compounds, 0.13% hits; HEK293 cAMP-luciferase reporter cells, luminescence, 24 h; AID 624418, 2012;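 further: loss of luciferase light is scored as toxicity; potency means the concentration at half of the fitted maximal effect; on the % scale 0 is the no-effect control and ±100 the full control effect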
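Here, cytotoxicity is scored as loss of luminescence. The MLSMR collection was tested on cells seeded in medium containing 10% Nu serum, with a 24 hr compound exposure preceded by 12 hours of culture.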
GLP-1R agonist: qHTS of GLP-1 Receptor Agonists; AID 624172, 2012; Potency, µM (top dose mostly 45.6 µM), inactives show at the top dose activation, most hits filed as activators; 380,000 compounds, 0.007% hits; HEK293 GLP-1R CRE-luciferase, luminescence, 4-6 h; cells express a hypersensitive GLP-1R form; Glucagon-like peptide 1 receptor (Homo sapiens), P43220; further: potency means the concentration at half of the fitted maximal effect; % of control where 0% means no effect
PI5P4Ka inh: qHTS for Inhibitors of phosphatidylinositol 5-phosphate 4-kinase (PI5P4K) | AID 652105, 2013 | Phosphatidylinositol 5-phosphate 4-kinase type-2 alpha (Homo sapiens), P48426 | 330,000 compounds, 1.2% hits | PI5P4Kalpha enzyme, ADP-Glo luminescence, 60 min; hits give low values | max response, %; active means max response of -50% or lower; inconclusive means between -30% and -50%; inactive means -30% or higher; further: value at the top dose of about 77 µM; on the % scale 0 is the no-effect control and ±100 the full control effect
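Quantitative HTS of the MLSMR library against PI5P4Kalpha with substrate. ATP added last at 5 microM final; room temperature, 60 minutes. Remaining ATP depleted, ADP converted and read as luminescence.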
* hit, by the source's call; i = inactive; ? = inconclusive; . = no result given; & = joins results of further samples; [ ] = remark or other dose. Unless noted, the call rests on the fitted dose curve; in most records, active means well fitted curve in the direction sought with a large enough effect; inconclusive means small, poorly fitted or top-dose-only effect, or another doubt; inactive means no such curve, though single readings can be large; an effect the other way counts as inactive or inconclusive. The list is partial. The share of hits here may be higher or lower than overall.

mol,GLP1R inv ag,EPAC1 antagonist,PLK1 PBD inh,EPAC1 agonist,PTHR1 ag,IL-2 act,HEK293 tox,GLP-1R agonist,PI5P4Ka inh
Cc1c(Cl)cccc1NC(=S)N(Cc1cccs1)C1CCCC1,-9%[7.66 µM],-6%,-2%,1%,-6%,0.4,0%[7.66 µM],0%,7
Cc1cc(=O)oc2cc(NC(=O)c3cc(F)ccc3F)ccc12,3%,-10%,-16%,0%,-4%,0.0,0%,1%,2
COc1ccc(NC(=O)N2CCCC2C(=O)NCC2CCCCC2)cc1 (stereo not given),12%,6%,-6%,11%,-5%,0.8,9%,8%,7
C=CCN1CC(C)/C(=N\O)CC1C (stereo not given),-11%,-8%,-4%,1%,i,0.8,1%,4%,0
CCNC(=O)COC(=O)/C=C/c1cccc([N+](=O)[O-])c1,3%,-13%,-7%,7%,-17%,0.0,2%,2%,-7
CC(C)c1ccc(CNCCCSc2ncccn2)cc1,37%[activator],15%,?,-2%,-15%,4.7,4%,-7%,-3
CCOC(=O)c1sc(=S)n(-c2ccc(C)cc2)c1N,?,9%,11µM*,-10%,-13%,-0.5,-4%,5%,-3
C=CCNC(=O)/C(C#N)=C/c1ccccc1OCc1ccc(C(=O)OC)cc1,?,-15%,-10%,-3%,-93%[inhibitor],0.1,-27%,-5%,2
c1ccc2c(c1)nnn2Cn1nnc2ccccc21,-19%,5%,-3%,7%,-7%,0.9,1%,2%,1
COC(=O)c1cccc(NS(C)(=O)=O)c1,6%,11%,2%,0%,-5%,2.7,3%,7%,-3
O=C1C2CC=CCC2C(=O)N1n1cnnc1 (stereo not given),0%,0%,6%,5%,i,0.0,-3%,-3%,2
CC(=O)NC(CCS(C)(=O)=O)C(=O)Nc1cc(C)ccc1C (stereo not given),5%,15%,-12%,3%,-14%,-1.9,-1%,-4%,-2
Cc1cccn2c1nc(=S)n2C(=O)c1ccco1,17%,-9%,?,-10%,-29%,-2.0,-21%,6%,-17
Nc1nc2ccc(Cl)cc2cc1C(=O)NCc1ccc(Oc2ccccc2)cc1,-25%,-27%,-6%,-4%,i,-0.6,-16%,-6%,-2
O=C(NNC(=O)c1cnccc1C(F)(F)F)c1cccc(Cl)c1,3%,26%,1%,7%,i,-0.5,2%,1%,6

Single records, from the list above. Screens in order: GLP1R inv ag	EPAC1 antagonist	PLK1 PBD inh	EPAC1 agonist	PTHR1 ag	IL-2 act	HEK293 tox	GLP-1R agonist	PI5P4Ka inh
c1ccc2c(c1)nnn2Cn1nnc2ccccc21 in the list: -19%	5%	-3%	7%	-7%	0.9	1%	2%	1
O=C(NNC(=O)c1cnccc1C(F)(F)F)c1cccc(Cl)c1 in the list: 3%	26%	1%	7%	i	-0.5	2%	1%	6
COC(=O)c1cccc(NS(C)(=O)=O)c1 in the list: 6%	11%	2%	0%	-5%	2.7	3%	7%	-3
COc1ccc(NC(=O)N2CCCC2C(=O)NCC2CCCCC2)cc1 (stereo not given) in the list: 12%	6%	-6%	11%	-5%	0.8	9%	8%	7
C=CCN1CC(C)/C(=N\O)CC1C (stereo not given) in the list: -11%	-8%	-4%	1%	i	0.8	1%	4%	0

A stretch of the results above:
mol,GLP1R inv ag,EPAC1 antagonist,PLK1 PBD inh,EPAC1 agonist,PTHR1 ag,IL-2 act,HEK293 tox,GLP-1R agonist,PI5P4Ka inh
Nc1nc2ccc(Cl)cc2cc1C(=O)NCc1ccc(Oc2ccccc2)cc1,-25%,-27%,-6%,-4%,i,-0.6,-16%,-6%,-2
O=C(NNC(=O)c1cnccc1C(F)(F)F)c1cccc(Cl)c1,3%,26%,1%,7%,i,-0.5,2%,1%,6

Next section.
mol,GLP1R inv ag,EPAC1 antagonist,PLK1 PBD inh,EPAC1 agonist,PTHR1 ag,IL-2 act,HEK293 tox,GLP-1R agonist,PI5P4Ka inh
CC(=O)N1CCOc2ccc(S(=O)(=O)NCC3CCC(C(=O)NCCC(C)C)CC3)cc21 (stereo not given),-10%,1%,-2%,15%,-7%,-1.5,-4%,3%,-5
Cc1c(C(=O)NCc2ccccc2F)oc2ccccc12,?,24%,-6%,-4%,-23%,-5.0,-17%,7%,2
C=CCC(C#Cc1ccccc1)[N+](C)(C)CC=C (stereo not given),-16%,-4%,-1%,-5%,i,-1.7,2%,-3%,-8
C=CCn1c(SCC(=O)N(CCOC)c2c(N)n(CCCC)c(=O)[nH]c2=O)nnc1-c1ccc(Cl)cc1,33%,0%,-5%,-18%,i,-0.2,11%,12%,0
Cc1nn(C(C)C)c(C)c1CN1CCCC(C(=O)c2cccc(OC(C)C)c2)C1 (stereo not given),?,-4%,-15%,-7%,-25%,-0.9,-5%,6%,9
CCN(CC)CCN1C(=O)C(=O)/C(=C(/O)c2c(C)[nH]c(C(=O)OC)c2C)C1c1cccs1 (stereo not given),0%,-5%,-2%,-1%,-1%[57.5 µM],-1.3,-9%,1%,-7
c1ccc(Cn2c(-c3ccccc3)c[n+]3c2SCCC3)cc1,?,6%,1%,4%,-16%,-2.7,-20%,-5%,0
CC1CN(CC(=O)c2c(N)n(Cc3ccccc3)c(=O)n(C)c2=O)CC(C)O1 (stereo not given),0%,11%,-5%,7%,i,1.2,-2%,-8%,.
O=C(c1ccccc1)c1sc(Nc2ccc3c(c2)OCO3)nc1-c1ccccc1,?,7%,8%,7%,8%,-0.7,6%,-1%,5
CCC(C(=O)NCCCN1CCN(CCCNC(=O)C(CC)c2ccccc2)CC1)c1ccccc1 (stereo not given),3%,10%,-3%,13%,-19%,-0.3,0%,-1%,6
O=C(Nc1ccc2c(c1)CCC2)C1CCCN(c2ncccn2)C1 (stereo not given),?,10%,-2%,3%,i,-2.9,0%,10%,.
CCCNC(=O)C(Sc1ccccc1)c1ccccc1 (stereo not given),8%,12%,-3%,-1%,i,-0.8,-1%[1.53 µM],-1%,-9
COc1ccc(-c2[nH]ncc2-c2cscn2)c(O)c1,-11%,15%,-4%,9%,i,-0.6,-1%,0%,-6
CCOC(=O)CNC(=O)CSc1nc(N)cc(N)n1,-1%,0%,-1%,-2%,i,-0.3,-24%,-3%,0
COc1ccc(CCN(C)C(=O)c2oc3ccccc3c2C)cc1OC,44%[activator],11%,-8%,3%,-9%,-4.6,0%,?,-5
COc1ccc(Cl)cc1S(=O)(=O)NC(C)C(=O)NCc1ccc2c(c1)OCO2 (stereo not given),?,-9%,24µM*,6%,-8%,-2.6,0%,2%,-10
COc1ccc(CC(=S)N2CCOCC2)cc1,5%,-9%,7.5µM*,3%,i,-1.4,4%,2%,-22
CC1CN(c2nc3ccccc3nc2NS(=O)(=O)c2ccccc2)CC(C)O1 (stereo not given),?,-1%,-14%,4%,i,-0.5,11%,0%,0
COc1ccc(S(=O)(=O)Nc2ccccc2C(=O)N2CCOCC2)cc1OC,32%[activator],1%,9%,2%,i,1.6,-7%,0%,0
O=c1[nH]c(NCc2ccccc2)nc2c1CCCC2,1%,6%,-3%,5%,i,-1.7,-2%,-1%,-4
Cc1sc(-n2cccc2)c(C(=O)O)c1C,?,17%,-14%,-3%,i,-0.5,0%,-7%,.
COc1ccc([C@@H]2C[C@H]3CN(Cc4ccccc4OC)C(=O)[C@]34CCCN24)cc1C,-26%,-2%,3%,-7%,i,1.5,-3%,-8%,-1
C=CCSc1nc2sc3c(c2c(=O)n1-c1ccc(C)cc1)CCN(C)C3,-23%,7%,-1%,0%,21%,-0.5,-4%,4%,2
CN(c1ccc([N+](=O)[O-])cc1C(N)=O)C1CCCCC1,3%,3%,-12%,-9%,-1%,-4.1,?,4%,5
O=C1SC(SC(=Nc2ccccc2)Nc2ccccc2)C(=O)N1c1ccccc1 (stereo not given),-2%&0%,11%&-23%,6.7µM*,14%&5%,-14%&-8%,-0.5&-0.6,3%&-9%,3%&-12%,2&-6
CC(C)(O)C(=O)NN(C(=O)c1ccccc1)c1ccc2ccccc2c1,-4%,-1%,-8%,6%,i,-1.4,5%,-2%,-6
CCCCn1c(N)c(N(CCOC)C(=O)CSc2nnc(C)n2-c2ccc(OC)cc2)c(=O)[nH]c1=O,6%,22%,-8%,-3%,-5%,-6.5,2%,3%,0
C(CCCN1CCCCC1)CCN1CCCCC1,-19%,9%,-3%,3%,i,1.9,?,3%,6
CC1(C(=O)Nc2nccs2)CCN1C(=O)C1(c2ccccc2)CC1 (stereo not given),27%,6%,2%,-2%,i,-0.6,5%,2%,-1
C[C@H](C(O)c1ccccc1)N(C)C(=O)CN (stereo not given in full),18%,4%,0%,-2%,-20%,0.9,5%,-4%,-2
